Screening data from PubChem.
Bcl-B TR3 displacers: displacers of TR3 peptide from Bcl-B, primary screen, selectivity assay for Bfl-1 inhibitor project, biochemical, fluorescence polarization | Bcl-2-like protein 10 (Homo sapiens) | FP displacement of FITC-TR3 peptide from Bcl-B; higher % means a stronger effect | displacement, % at 20 µM; hits with a dose series show IC50 in µM | hit rate 0.11% among 96,000 | AID 748, 2007;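 active = displacement above 50% at 20 µM plus a fluorescence interference ratio under 1.5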;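 note: plate controls were wells without compound for no effect and wells lacking Bcl-B protein for full effect; a part of the inactive calls stands beside numbers as strong as those of hits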
IL1B NFkB pot: enhancers of NFkB p65 translocation in HUVEC – imaging, IL-1B stimulus, high-content imaging, primary screen; activation, % at 2 µM; HUVEC IL-1B NFkB p65 nuclear translocation imaging; hit rate 0.3% among 94,000; AID 819, 2007;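 active = activation above 40%, about the mean plus 3 SD, also judged a hit on visual image review; inconclusive = activation above 40% but not a hit on visual review; inactive = activation not above 40% and no visual hit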;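 note: percent activation is computed from the nuclear over cytoplasmic p65 intensity ratio; values of inactives mirror those of a sister screen read the other way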
MRP reversal: reversal of MRP1-mediated doxorubicin resistance, primary screen, H69AR cells, doxorubicin co-treatment; AID 602, 2007; H69AR cells + 2 uM doxorubicin, CellTiter-Glo, 72 h; hit rate 0.04% among 85,000; differential viability (reversal), % at 10 µM;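 active = viability drop by adding the cancer drug above about 55%, with treated viability meeting a 40% cutoff, limit read from the data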;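 note: viability without doxorubicin minus viability with 2 µM doxorubicin for each compound; larger differential means the compound sensitizes cells more to doxorubicin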
PLAP inhibitors HTS: PLAP enzyme inhibitors, biochemical, luminescence, HTS (AID 690). hit rate 0.08% among 96,000. inhibition, % at 20 µM; hits with a dose series show IC50 in µM. purified PLAP, luminescent substrate; higher % means a stronger effect. Alkaline phosphatase, placental type (Homo sapiens); in the data active = a potency from the dose series; inactive = the rest, 99 in 100 with inhibition below about 30%; note: strong numbers were not always called active
IL1B NFkB inh: inhibitors of IL-1B driven NFkB p65 nuclear import, primary screen, imaging, HUVEC, IL-1B stimulus, high-content imaging; HUVEC IL-1B NFkB p65 nuclear translocation imaging; inhibition, % at 2 µM; hit rate 0.43% among 94,000; AID 796, 2007;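 active = inhibition above about 30% together with a positive call from visual inspection of the well image, limit read from the data; inconclusive = inhibition above a set limit but visual check negative; inactive = inhibition not above a set limit, visual check negative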;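 note: nuclear over cytoplasmic p65 intensity ratio measured by imaging; 0% = IL-1B stimulated DMSO wells and 100% = unstimulated DMSO wells; values of inactives mirror those of a sister screen read the other way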
MRP reversal cytotoxicity: also measured in MRP reversal; calls as there; viability, %; H69AR cells, CellTiter-Glo, 72 h; measured here: cytotoxicity without doxorubicin
MRP reversal with doxorubicin: recorded beside MRP reversal, whose call it bears; viability, %; measured here: viability with 2 uM doxorubicin; active compounds read low
IL1B NFkB inh cell count 2 µM: further read-out of IL1B NFkB inh, marked with its call; cell count; measured here: cells passing quality filter;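 raw number of nuclei counted in each imaged well without normalization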
IL1B NFkB pot cell count 2 µM: further read-out of IL1B NFkB pot, marked with its call; cell count; measured here: cells passing quality filter
* marks the source's active call; other numbers are inactive results; u = inconclusive; x = no result given.

Structure	IL1B NFkB pot	IL1B NFkB pot cell count 2 µM	Bcl-B TR3 displacers	PLAP inhibitors HTS	IL1B NFkB inh cell count 2 µM	MRP reversal	MRP reversal with doxorubicin	IL1B NFkB inh	MRP reversal cytotoxicity
Cc1ccc(C2CC(=O)c3cnc(NC(=O)c4ccco4)nc3C2)cc1 (stereo unspecified)	5	215	-6%	-12%	215	-6	94	-5	88
N=c1n(Cc2ccccc2)c2ccccc2n1CC(O)c1ccco1 (stereo unspecified)	32	118	-13%	-3%	118	17	76	-32	93
O=C(NNS(=O)(=O)c1ccc(Cl)cc1)c1cnn(-c2ccccc2)c1-n1cccc1	9	127	3%	-21%	127	x	x	-9	x
Nc1cc2ccccc2oc1=O	14	196	-16%	14%	196	9	84	-14	93
CCn1c(-c2cccnc2Cl)nc2ccccc21	-10	116	-3%	3%	116	x	x	10	x
CC(C)N(Cc1nc(-c2ccccc2)no1)C(=O)c1ccc(Br)o1	-3	84	-5%	6%	84	26	70	3	96
O=C(NCc1ccncc1)C1CCCN(S(=O)(=O)Cc2ccccc2)C1 (stereo unspecified)	-12	101	x	x	101	6	91	12	97
COC(=O)CCSc1cc([N+](=O)[O-])cc2c1c(C1OCCS1)nn2-c1ccccc1 (stereo unspecified)	15	153	-16%	5%	153	-3	101	-15	98
CCOC(=O)CCc1c(C)c2ccc(OCC)c(C)c2oc1=O	-1	89	1%	8%	89	10	81	1	91
O=C(NC1CCCc2ccccc21)C1CCN(C(=O)c2sccc2-n2cccc2)CC1 (stereo unspecified)	x	x	1%	-61%	x	-1	83	x	83
Cc1cc2ncn(C3CC(=O)N(C)C3=O)c2cc1C (stereo unspecified)	2	173	0%	-2%	173	6	82	-2	88
COc1ccc(S(=O)(=O)N(Cc2ccc(OC)c(OC)c2)Cc2ccco2)cc1	u	x	-3%	-46%	126	3	69	-55	72
CCCC(=O)c1c(NC(C)C)cc(C)oc1=O	x	x	10%	-16%	x	6	86	x	92
Cc1nnc(SCC(=O)Nc2c(Cl)cccc2Cl)[nH]c1=O	-4	73	-5%	10%	73	-5	96	4	91
Cc1ccc(C(=O)Oc2ccccc2N2C(=O)C3CCC(C)CC3C2=O)cc1 (stereo unspecified)	-4	160	1%	-87%	160	x	x	4	x
CCn1c(COc2ccc(Cl)c(C)c2)nnc1SCC(=O)N1CCCC1	31	148	2%	-64%	148	16	93	-31	109
Cc1ccc(C2=NC(C)(C)NC2=O)cc1	x	x	7%	12%	x	6	92	x	98
Cc1cc(C)nc(NC(=O)NS(=O)(=O)Nc2ccc(Br)cn2)n1	15	127	-1%	5%	127	9	95	-15	104
CCN1CCN(c2ncc(C(=O)Nc3ccccc3C(=O)OC)c3ccccc23)CC1	-4	117	2%	-44%	117	-26	75	4	49
N#Cc1cn(CCCOc2ccccc2)c2ccccc12	-7	142	x	x	142	6	72	7	78
COc1ccc(-c2cc(C(F)(F)F)nc(SCC(N)=O)n2)cc1	-14	139	4%	-22%	139	24	71	14	95
COc1ccc(CC(C)N2CCN(Cc3ccccc3)CC2)c(OC)c1 (stereo unspecified)	7	68	1%	-9%	68	5	83	-7	88
COc1cc(/C=N\Nc2ccc([N+](=O)[O-])cc2)ccc1OCC(=O)Nc1ccc(C)c(C)c1	-13	127	-30%	27%	127	x	x	14	x
O=C(Nc1ccccc1)C1CC=CCC1C(=O)OCC1CCCO1 (stereo unspecified)	7	203	-6%	-19%	203	12	83	-7	95
CCn1c(SCc2nnc(-c3ccccc3)o2)nc2c1c(=O)n(C)c(=O)n2C	x	x	-14%	28%	x	15	77	x	91
CCOc1ncccc1C(=O)OCC(=O)Nc1cccc(C(C)=O)c1	3	192	8%	-30%	192	x	x	-3	x
Cc1cc(C)nc(NC(=O)COc2cc(Cl)cc(Cl)c2)n1	4	192	2%	18%	192	5	84	-4	89
COc1ccccc1Oc1nnnn1-c1ccc(C(N)=O)cc1	0	47	1%	-3%	47	8	75	0	82
O=C1CC(c2ccccc2)CC(O)=C1C=NCC1CCCO1 (stereo unspecified)	6	113	4%	-15%	113	0	113	-6	112
O=C(O)c1cccc(S(=O)(=O)NCC2CCCO2)c1 (stereo unspecified)	-93	13	-3%	0%	13*	-3	94	93*	91

Next section, overlapping the part above by two compounds.
Structure	IL1B NFkB pot	IL1B NFkB pot cell count 2 µM	Bcl-B TR3 displacers	PLAP inhibitors HTS	IL1B NFkB inh cell count 2 µM	MRP reversal	MRP reversal with doxorubicin	IL1B NFkB inh	MRP reversal cytotoxicity
O=C1CC(c2ccccc2)CC(O)=C1C=NCC1CCCO1 (stereo unspecified)	6	113	4%	-15%	113	0	113	-6	112
O=C(O)c1cccc(S(=O)(=O)NCC2CCCO2)c1 (stereo unspecified)	-93	13	-3%	0%	13*	-3	94	93*	91
Cc1nnsc1C(=O)Nc1ccc(Cl)cc1Cl	x	x	-30%	8%	x	10	92	x	102
CC(C)NC(=O)NC(=O)COC(=O)CCOc1ccccc1	25	142	10%	3%	142	x	x	-25	x
Cc1nc2cc(-c3ccccc3)nn2c(C)c1CCC(=O)N1CCN(c2ccccn2)CC1	-4	151	-12%	-60%	151	x	x	4	x
CCCn1nc2cc(C(=O)NCc3ccc(C)cc3)ccc2c1OCC	-11	122	2%	-9%	122	x	x	11	x
CCn1c(SCc2ccc(C(=O)Nc3cc(C)cc(C)c3)cc2)nnc1-c1ccncc1	-9	147	-1%	-34%	147	x	x	8	x
Cc1nnc(NC(=O)c2cccc(S(=O)(=O)N3CCc4ccccc43)c2)s1	8	161	2%	11%	161	x	x	-8	x
CN(NC(N)=O)c1ncc(C(F)(F)F)cc1Cl	-12	155	-1%	10%	155	x	x	12	x
Cc1cc(NC(=O)COC(=O)C2CCN(S(=O)(=O)c3c(Cl)cccc3Cl)CC2)no1	-3	180	6%	15%	180	12	88	3	100
COCCCNC(=O)c1ccc(CS(=O)(=O)c2ccc(Br)cc2)o1	x	x	-3%	13%	x	9	92	x	101
CC(C)CC1(C)NC(=O)N(CCN2C(=O)c3ccccc3C2=O)C1=O (stereo unspecified)	-9	185	2%	-2%	185	3	99	9	103
CCOC(=O)c1sc(NC(=O)CSc2nc(C)cc(C(F)(F)F)n2)c(C#N)c1C	7	50	-21%	-4%	50	2	61	-7	64
c1ccc2c(N3CCCCC3)nnc(N3CCCCC3)c2c1	-7	157	-1%	-1%	157	x	x	6	x
COc1ccc(CC(=O)N2CCCc3ccccc32)cc1	-14	144	-6%	-4%	144	-4	90	14	86
CCc1ccccc1S(=O)(=O)Cc1ccc(C(=O)N2CCN(c3ccccc3OC)CC2)o1	-3	37	3%	-49%	37	-3	71	3	67
COc1cccc(/C=C2/SC(=O)N(CC(=O)N3CCc4ccccc4C3)C2=O)c1OCC(=O)O	-8	164	3%	-84%	164	x	x	8	x
COc1ccc2[nH]c3nc(SC(C)C)nnc3c2c1	6	150	-6%	-2%	150	-5	96	-6	92
CCCCNC(=O)CSc1nc2ccc(NC(=O)CSc3nnc(COc4ccccc4C)n3C)cc2s1	11	186	-19%	5%	186	x	x	-11	x
O=C(CSc1nc2cc(Cl)ccc2o1)NCCc1ccccc1	6	188	-22%	14%	188	-13	106	-6	93
CCc1nc(CNC(=O)c2cc(OC)c(OC)c(OC)c2)no1	10	121	0%	-10%	121	6	90	-10	96
COc1ccc(C(=O)O)cc1S(=O)(=O)NCCCN1CCCC1=O	-3	128	1%	-8%	128	-17	115	3	99
O=C1C(Cl)=C(N2CCN(Cc3ccccc3)CC2)C(=O)N1Cc1ccccc1	8	173	5%	-8%	173	13	79	-8	91
N#Cc1cc2c(nc1SCc1cccc(Cl)c1)CCCCC2	20	139	-10%	6%	139	-2	84	-20	82
CCn1nccc1C(=O)Nc1ccc(Cl)cc1Cl	-5	109	-2%	-6%	109	-8	105	5	97
CC(=O)OC1CCC2(C)C(COc3ccc4ccc(=O)oc4c3)C(C)(O)CCC2C1(C)C (stereo unspecified)	-9	49	13%	-32%	49	x	x	9	x
CSc1ccc(CCNC(=O)CSc2ccsc2[N+](=O)[O-])cc1	4	166	10%	20%	166	x	x	-4	x
CCOc1ccc(OCC)c(S(=O)(=O)NCCCN2CCOCC2)c1	1	149	x	x	149	x	x	-1	x
COc1ccsc1C(=O)N1CCN(Cc2ccc3c(c2)OCO3)CC1	6	172	2%	-19%	172	4	92	-6	97
Cc1cc2c(ncn2Cc2ccccc2)c(NS(C)(=O)=O)c1C	10	159	-3%	-25%	159	x	x	-10	x
COC(=O)c1sc(=S)n(-c2cc(F)ccc2F)c1N	-4	118	5%	6%	118	15	89	4	104
Cc1cccc(NC(=O)C2(c3ccccc3)CC2(Cl)Cl)c1 (stereo unspecified)	12	141	-3%	-3%	141	x	x	-12	x
CC1(C)C(=O)C2(CCCCC2)C(=O)OC1c1ccc(O)cc1 (stereo unspecified)	22	137	-10%	2%	137	-5	98	-22	93
CCOC(=O)c1sc(Nc2ccc(C)cc2C)nc1C	-6	165	-7%	13%	165	6	79	6	85
Cc1ccc(CNC(=O)c2ccc(Cl)cc2[N+](=O)[O-])cc1	6	164	-1%	20%	164	x	x	-6	x
Cn1nc(C(=O)NCc2ccccc2)c2ccccc2c1=O	10	164	3%	2%	164	10	79	-10	89
COc1ccc(-c2cc(-c3ccc(Br)cc3)nc3ncnn23)cc1OC	19	182	12%	-19%	182	0	66	-19	67
O=C1c2ccccc2CCC1C(O)c1ccccn1 (stereo unspecified)	-7	107	14%	-4%	107	-4	88	7	84
O=C(O)CC1S/C(=N/N=C/c2ccc(-c3ccccc3[N+](=O)[O-])o2)NC1=O (stereo unspecified)	33	172	4%	-39%	172	-5	86	-33	81
CSc1nc(-c2ccco2)cc(C(F)(F)F)c1C#N	-11	74	x	x	74	11	78	11	89
COc1ccc(/C=C/C(=O)Nc2cc(C(F)(F)F)ccc2Cl)cc1	2	135	2%	14%	135	x	x	-2	x
Cc1cc(NC(=O)CSc2nc(CC(C)(C)C)nc3c2c(=O)n(C)c(=O)n3C)no1	-2	183	0%	3%	183	-7	69	2	62
CC(C)NC(=O)c1onc(CSc2ccccc2F)c1C(=O)O	-5	159	0%	11%	159	x	x	6	x
Cc1cc(=O)c(C(=O)O)cn1Nc1ccc(Cl)cc1	8	193	7%	28%	193	-4	97	-8	93
CCc1nnc(NC(=O)CSc2nc(-c3ccccc3)cc(-c3ccc(F)cc3)c2C#N)s1	9	158	9%	-10%	158	x	x	-9	x
O=C(Oc1ccc(Cl)c2ccccc12)N1CCCCC1	26	146	3%	19%	146	1	65	-26	65
COC(=O)C1=C(O)/C(=C\c2ccc(CNC(=O)C(=O)Nc3ccc(C)cc3)o2)N=C1C	2	176	-4%	-20%	176	4	22	-2	25
COc1cc(CC(=O)O)c(C(C)=O)cc1OC	5	188	-3%	17%	188	x	x	-5	x
COCP(=O)(c1ccccc1)c1ccccc1	16	155	-2%	10%	155	15	85	-16	100
O=C(NCc1nc2ccccc2[nH]1)c1ccc(Cl)c(S(=O)(=O)N2CCCC2)c1	-5	159	-7%	-52%	159	9	67	5	76
CCOC(=O)COc1ccc(-c2nnc(-c3ccccc3)o2)cc1	-1	147	0%	-12%	147	2	86	1	89
CC(/C=C/c1ccco1)=N/NC(=O)Cc1cccs1	0	114	-47%	-29%	114	x	x	0	x

Not all compounds are listed; count on the stated rates, not on these rows.
